From PubChem
Mm-Cpn inhibitor: Inhibitors of TCP-1 ring complex (TRiC) of Methanococcus maripaludis (MmCpn): qHTS | Potency, µM (top dose mostly 76.9 µM), inactives show at the top dose activity, negative = inhibition, actives largely listed as inhibitors | actives 0.031% (n = 330,000) | Chaperonin Mm-Cpn (Methanococcus maripaludis) | purified Mm-Cpn ATPase, ADP Transcreener TR-FRET; note: potency is the fitted concentration of half-maximal effect; % is set by controls: 0 for no effect and ±100 for the full control effect; nearly all actives have a fitted effect of over 80% in size
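ATPase turnover read by TR-FRET ADP competition (Eu cryptate antibody/ADP-d2, 665/590 nm): 10uM ATP final, 25nM Mm-CPN final, 30 min 37degC after 10-min compound preincubation, pH 7.4 Tris/KCl/MgCl2/DTT buffer.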
A549 tox: Nrf2 qHTS screen for inhibitors: counterscreen for cytotoxicity; A549 ARE-Fluc cells, CellTiter-Fluor viability, 18-24 h; Potency, µM (top dose mostly 46 µM), for inactives: top-dose activity change, negative = cytotoxicity, actives largely listed as inhibitors; actives 0.16% (n = 390,000); AID 504648, 2011; note: potency is the fitted concentration of half-maximal effect; % is set by controls: 0 for no effect and ±100 for the full control effect
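A549 ARE_Fluc cells in 5% FBS OPTI-MEM were exposed to compounds in concentration-response for 18-24 h at 37 deg C. Viability was read by CellTiter-Fluor fluorescence (Ex 405/Em 525) after 30 min, before the luciferase read.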
HepG2 tox: qHTS for Inhibitors of TGF-b: Cytotox Counterscreen | actives 0.76% (n = 410,000) | HepG2 CAGA-GFP viability, ATP luminescence, 18 h | Potency, µM (doses to about 46.1 µM), without a hit: top-dose activity change, negative = cytotoxicity, actives largely listed as cytotoxic; note: potency is the fitted concentration of half-maximal effect; some results filed as inactive show a strong effect at the top dose
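CellTiter-Glo luminescence gave cytotoxicity after 18 hours at 37 degrees C. The cells were HepG2 CAGA-GFP in 1% FBS DMEM, stimulated with 500 pg/mL TGF-beta after compound addition. %Activity was normalised to no-cell wells (complete cell-killing) and DMSO (no toxicity), and curves were fitted and classified.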
TGFb SMAD3 inh: qHTS for Inhibitors of TGF-b | HepG2 CAGA-GFP TGF-b/SMAD3 reporter, GFP fluorescence, 18 h; TGF-beta stimulated, 500 pg/mL final | Potency, µM (series often up to 46.1 µM), for the others: at the highest dose activity, negative = inhibition, hits mostly inhibitors | actives 1.2% (n = 410,000) | AID 588855, 2011; note: potency is the fitted concentration of half-maximal effect; % is set by controls: 0 for no effect and ±100 for the full control effect; nearly all actives have a fitted effect of over 65% in size
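HEPG2 CAGA-GFP cells (1000/well, DMEM with 1% FBS) were pre-incubated 2 h at 37 degrees C, given compound by pin tool, then stimulated with TGF-beta at 500 pg/mL final for 18 h before per-cell GFP fluorescence imaging.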
Nrf2 activator: qHTS of Nrf2 Activators | AREc32 ARE-luciferase reporter (MCF7-derived line), luminescence, 24 h | AID 624171, 2012 | Potency, µM (doses to about 46.1 µM), without a hit: at the top dose activation, usual class: activators | actives 0.31% (n = 410,000); note: potency is the fitted concentration of half-maximal effect; % of control where 0% means no effect; nearly all actives have a fitted effect of over 65% in size
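AREc32 cells carrying an ARE-driven firefly luciferase, 1000 cells/well in OPTI-MEM with 5% FBS, dosed after overnight attachment and incubated 24 hr at 37 deg C. Steady-Glo luminescence read after 30 min at RT.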
CCT modulator: High-Throughput Screening for Modulators of Cytosolic Chaperonin Activity. purified chaperonin ATPase assay, HTRF ADP detection, 30 min. activity change, % (concentration not given with the values), hits read low. actives 0.3% (n = 360,000); in the data active = activity change below about -30%; note: % is set by controls: 0 for no effect and ±100 for the full control effect
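TRiC at 40 or 20 nM final (batch-dependent) in 30 mM Tris pH 7.4, 100 mM KCl, 5 mM MgCl2, 1 mM DTT, with compound at single 76 uM and 10 uM ATP, 30 min at 37 deg C. ADP detected by HTRF Transcreener, 665/615 ratio.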
Nrf2 inh: Nrf2 qHTS screen for inhibitors; Potency, µM (titrated, usually from 46 µM), for inactives: top-dose activity change, negative = inhibition, actives largely listed as inhibitors; AID 504444, 2011; A549 ARE-Fluc reporter, luciferase luminescence, 18-24 h; actives 2.1% (n = 360,000); note: potency is the fitted concentration of half-maximal effect; % is set by controls: 0 for no effect and ±100 for the full control effect; nearly all actives have a fitted effect of over 60% in size
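Quantitative HTS in A549 cells stably bearing an antioxidant response element-firefly luciferase construct. Inhibition of Nrf2-driven transcription was scored by luminescence after 18-24 h of compound exposure at 37 °C.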
pAkt inh: HTS Assay for Inhibitors of Akt Phophorylation: Primary Screen; Neuro2A IGF-stimulated pAkt S473 HTRF, 20 min; active compounds read low; activity change, % for hits at 50 µM; actives 0.32% (n = 360,000); in the data active = activity change below about -80%; inconclusive = mostly about -51% to -80%; note: % is set by controls: 0 for no effect and ±100 for the full control effect
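Neuro2A cells (4,500/well, DMEM with 0.5% FBS) were treated with compound at a single 50 µM final concentration, stimulated with 6 nM IGF for 20 min at 37 °C, and lysed. Phospho-Akt Ser473 was read by HTRF as 665/615 ratio ×10^4.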
ATXN viability: Viability Counterscreen for Primary qHTS for Inhibitors of ATXN expression; S2 cells (HEK-293 line with an ATXN2-luciferase reporter) viability, CellTiter-Fluor protease fluorescence, 24 h; Potency, µM (highest dose often 56.7 µM), actives largely listed as cytotoxic; actives 0.49% (n = 400,000); note: potency is the fitted concentration of half-maximal effect; nearly all actives have a fitted effect of over 40% in size
The depositor's hits bear a star; i = inactive; ? = inconclusive; . = not tested or not shown; & = joins results of further samples; [ ] = dose if it differs, or a comment. Unless noted, calls come from the whole dose curve; as a rule, active = well fitted curve in the direction sought with a large enough effect; inconclusive = small, poorly fitted or top-dose-only effect, or another doubt; inactive = no such curve, though single readings can be large; an effect the other way counts as inactive or inconclusive.

no. | compound | Mm-Cpn inhibitor | A549 tox | HepG2 tox | TGFb SMAD3 inh | Nrf2 activator
1 | COc1ccc(NCc2cccn2-c2nnc(N3CCOCC3)s2)c(OC)c1 | . | -8% | 1% | 5% | 0.0%
2 | O=C1NC[C@@H](CCCCN2CCN(CCc3ccccc3)C(=O)C2=O)N(Cc2ccccc2)C1=O | . | . | . | . | -0.3%
3 | CCOC(=O)c1c(-c2ccccc2)oc2ccc(O)c(CN(C)C)c12 | 0% | -3% | -75% | -2% | 18%
4 | Cc1cc(C)c2oc(C(=O)Nc3ccc(S(=O)(=O)Nc4ncccn4)cc3)cc(=O)c2c1 | . | 2% | 0% | 5% | -0.2%
5 | COc1ccc(S(=O)(=O)N(CC(=O)N2CCN(C)CC2)c2ccc(C)cc2)cc1Br | -1% | -3% | 8% | -6% | 0.3%
6 | O=S(=O)([N-]c1nc2ccccc2nc1-[n+]1ccccc1)c1ccc(F)cc1 | 0% | 0% | 2% | 8% | 0.2%
7 | O=C(NCc1cccc(Cl)c1)C1CCCN(c2ncnc3c2nc2n3CCCCC2)C1 (stereo unspecified) | 0% | -11% | -17% | -3% | -0.4%
8 | NC(=O)CSc1ncnc2c1oc1ccccc12 | 3% | 3% | 0% | -2% | 3.4%
9 | Cn1ccnc1SCC(=O)n1c2c(c3ccccc31)CCCC2 | -1% | 0% | -2% | 8% | 0.4%
10 | COc1cc(C(=O)OCC(=O)NCc2ccccc2)cc(NC(=O)c2ccco2)c1OC | -1% | 0% | -5% | -3% | 2.3%
11 | COc1cc2c(cc1OC)C(CC(=O)O)N(C(=O)CC1CCCC1)CC2 (stereo unspecified) | 1% | -15% | -8% | -2% | -1.9%
12 | Cc1cc(C)c2nc3nc(C)cc(C)c3c(N)c2c1 | -9% | -1% | -22% | ? | 8.5%

no. | CCT modulator | Nrf2 inh | pAkt inh | ATXN viability
1 | . | ? | . | i
2 | -0.9 | . | i | i
3 | 1.4 | 15% | i | ?
4 | . | -24% | . | i
5 | -1.4 | 4% | i | i
6 | -0.4 | -3% | i | i
7 | -1.0 | ? | i | i
8 | 1.5 | -24% | i | i
9 | -2.0 | -7% | i | i
10 | -1.6 | 6% | i | i
11 | -0.9 | -12% | i | ?
12 | 0.2 | ? | i | i

More results.
no. | compound | Mm-Cpn inhibitor | A549 tox | HepG2 tox | TGFb SMAD3 inh | Nrf2 activator
13 | O=C(NNC1CC(=O)N(c2cccc(Cl)c2)C1=O)c1cccnc1 (stereo unspecified) | 3% | 6% | -12% | -2% | 2.7%
14 | Cc1ccc(C)c(OCCn2c(CCNC(=O)C3CCCCC3)nc3ccccc32)c1 | . | -5%&-2% | -7% | -3% | .
15 | CC(C)N1C(=O)CCC1C(=O)NCCc1ccccc1 (stereo unspecified) | 1% | 6% | -3% | -11% | -0.1%
16 | O=S(=O)(Nc1ccc(O)c(Sc2nc3ccccc3s2)c1)c1ccc(F)cc1 | 1% | -1% | -30% | ? | 0.3%
17 | Cn1c(=O)n(C)c2cc(C(N)=O)ccc21 | -1% | -5% | 4% | 12% | -0.5%
18 | CCOC(=O)c1cc2c(=O)n3ccccc3nc2n(Cc2ccco2)c1=NC(=O)c1cccc(Br)c1 | . | 13% | -44% | 2% | 2.5%
19 | CC1(Cc2ccccc2OC(F)(F)F)C(=O)Nc2cc(-c3ccccc3Cl)ccc21 (stereo unspecified) | . | . | -97% | ? | 1.1%
20 | Cc1ccc(CNn2cnnc2SCC(=O)NC(C)(C)C)cc1 | 0% | 1% | 7% | -20% | 0.1%
21 | CC(=O)Oc1ccc2c(C)cc(=O)oc2c1C(=O)c1ccccc1 | 0% | 1% | -28% | -4% | -1.2%
22 | O=C(O/N=C1\CCS(=O)(=O)c2sccc21)c1ccc(F)cc1 | 0% | -3% | -5% | 13% | -0.4%
23 | NC(=S)n1[nH]c(-c2ccc([N+](=O)[O-])cc2)c(N=Nc2ccc(Cl)cc2)c1=O | -1% | ? | 2.5µM* | 2.5µM* | -0.3%[9.22 µM]
24 | CNCCC=C1c2ccccc2C=Cc2ccccc21 | . | -1% | -25% | -2% | 3.9%

no. | CCT modulator | Nrf2 inh | pAkt inh | ATXN viability
13 | 2.0 | -11% | i | i
14 | . | ? | . | .
15 | -2.8 | 20% | i | i
16 | -0.3 | -1% | i | i
17 | -0.6 | -15% | i | i
18 | . | . | . | .
19 | 2.7 | . | i | ?
20 | -0.9 | 1% | i | ?
21 | 1.2 | 16% | i | i
22 | 1.5 | -10% | i | i
23 | -1.1 | 5.2µM* | i | i
24 | -0.7 | 4% | i | ?

Additional compounds follow.
no. | compound | Mm-Cpn inhibitor | A549 tox | HepG2 tox | TGFb SMAD3 inh | Nrf2 activator
25 | O=C(O)C1C2CCC(O2)C1C(=O)Nc1ccc(F)cc1 (stereo unspecified) | -1% | -6% | 5% | 24% | -0.2%
26 | Cc1ccc(NC(=O)N2CCC3(CC2)Oc2ccccc2C(=O)N3Cc2ccc(F)cc2)cc1 | . | -2% | -26% | -26% | 8.2%
27 | CCc1ccccc1NC(=O)CN(Cc1ccccc1)S(=O)(=O)c1ccc2nc(C)sc2c1 | . | -2% | -1% | -3% | 0.6%
28 | CCc1nnc(NC(=O)c2ccc(Br)o2)s1 | 0% | -3% | 2% | 8% | 3.1%
29 | CCCOC(=O)c1c(NC(=O)CCC(=O)O)sc2c1CCCCC2 | 1% | 1% | 14% | 9% | -0.8%
30 | CCCC1NC(C(=O)O)Cc2c1[nH]c1ccccc21 (stereo unspecified) | ? | 1% | 17% | 3% | 2.3%
31 | CCOC(=O)c1c(NC(=O)CSc2cn(CCNC(=O)c3ccccc3F)c3ccccc23)sc2c1CCC2 | . | -2% | -16% | ? | 0.1%
32 | CSc1nc2ccc(NC(=O)C3CCCO3)cc2s1 (stereo unspecified) | 0% | 8% | 0% | 5% | 0.0%
33 | Cn1c(=O)cc(OCC(=O)NCCc2ccc(Cl)cc2)c2ccccc21 | -4% | 1% | -17% | -9% | -0.5%
34 | CCOc1ccc(NC(=O)CCC(=O)NNC(=O)COc2ccccc2C)cc1 | -2% | 0% | 6% | 3% | 0.6%
35 | COc1cc(NC(=O)CCN2CCN(c3ccccc3F)CC2)cc(OC)c1 | 0% | 7% | -46% | -1% | 0.1%
36 | CNC(=O)CN(c1cc(OCCOC)c(Cl)cc1Cl)S(=O)(=O)c1ccc(OC)cc1 | -1% | -1% | 5% | 8% | -0.1%

no. | CCT modulator | Nrf2 inh | pAkt inh | ATXN viability
25 | -1.5 | 15% | i | i
26 | . | -27% | . | .
27 | . | ? | . | i
28 | 1.3 | 13% | i | .
29 | -0.5 | -4% | i | i
30 | -1.2 | 11% | i | i
31 | . | ? | . | i
32 | 4.2 | ? | i | i
33 | -1.5 | ? | i | i
34 | 0.9 | ? | i | i
35 | -6.6 | 7% | i | i
36 | -0.4 | -3% | i | i

4 entries from above, ordered by number of heavy atoms, high to low.
no. | compound | Mm-Cpn inhibitor | A549 tox | HepG2 tox | TGFb SMAD3 inh | Nrf2 activator
33 | Cn1c(=O)cc(OCC(=O)NCCc2ccc(Cl)cc2)c2ccccc21 | -4% | 1% | -17% | -9% | -0.5%
29 | CCCOC(=O)c1c(NC(=O)CCC(=O)O)sc2c1CCCCC2 | 1% | 1% | 14% | 9% | -0.8%
30 | CCCC1NC(C(=O)O)Cc2c1[nH]c1ccccc21 (stereo unspecified) | ? | 1% | 17% | 3% | 2.3%
28 | CCc1nnc(NC(=O)c2ccc(Br)o2)s1 | 0% | -3% | 2% | 8% | 3.1%

no. | CCT modulator | Nrf2 inh | pAkt inh | ATXN viability
33 | -1.5 | ? | i | i
29 | -0.5 | -4% | i | i
30 | -1.2 | 11% | i | i
28 | 1.3 | 13% | i | .

Next part
no. | compound | Mm-Cpn inhibitor | A549 tox | HepG2 tox | TGFb SMAD3 inh | Nrf2 activator
37 | O=C(/C=C/c1ccc(Cl)cc1)NCCc1ccccc1 | 0% | 5% | 5% | 0% | 1.7%
38 | CC(c1nccs1)N(C)C(=O)CCc1nnc(Cc2c[nH]c3ccccc23)o1 (stereo unspecified) | 1% | 12% | 13% | 25% | 0.9%
39 | COc1ccc(-c2nc(-c3ccccc3)c(-c3ccc(F)cc3)[nH]2)c(OC)c1C | . | 0% | -16% | ? | 0.3%
40 | COC(=O)[C@]1(C)N[C@H](CN(C)C(=O)c2ccccc2)[C@@H]2C(=O)N(Cc3ccccc3)C(=O)[C@@H]21 | 1% | -2% | 14% | 11% | -0.4%
41 | CCCC[C@@H]1CNCCN1CCc1cc(C(F)(F)F)cc(C(F)(F)F)c1 | 1% | ? | -115% | ? | -5.2%
42 | Cc1ccc(Cc2c(-c3cccc(Br)c3)nc3cc(C)c(Br)c(C)n23)cc1 | . | . | -17% | -24% | 24%
43 | O=C(N/N=C/c1cccnc1)C1CC1(c1ccccc1)c1ccccc1 (stereo unspecified) | -5% | 1% | -2% | -4% | 0.3%
44 | COc1ccc(CC(=O)NCCc2csc(-c3cccc(F)c3)n2)cc1OC | . | -1% | -8% | -4% | 0.2%

no. | CCT modulator | Nrf2 inh | pAkt inh | ATXN viability
37 | -2.3 | 26% | i | i
38 | -1.7 | 1% | i | i
39 | . | -17% | . | ?
40 | -1.5 | -4% | i | i
41 | -0.8 | 17% | i | 35µM*
42 | 1.5 | . | i | i
43 | -9.5 | ? | i | i
44 | . | . | . | i
